# KDM4E inh: inhibitors of human JMJD2E histone demethylase; B2RXH2; JMJD2E catalytic domain, FDH-coupled NADH fluorescence (FDH is formaldehyde dehydrogenase); Potency, µM (doses to about 57.1 µM), without a hit: at the top dose activity change, negative = inhibition, hits mostly inhibitors; 1.6% of 230,000 active; AID 2147; active = well fitted inhibition curve with a large enough effect, not every such curve was filed as active; inconclusive = small, poorly fitted or top-dose-only effect, or another doubt; inactive = no such curve, though single readings can be large or run the other way;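 note: 0% = wells with enzyme and -100% = buffer wells without enzyme; nearly all actives have a fitted effect of over 50% in size; many of its hits are not listed in these tables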
# Target sequence (B2RXH2 1-337 limits assumed): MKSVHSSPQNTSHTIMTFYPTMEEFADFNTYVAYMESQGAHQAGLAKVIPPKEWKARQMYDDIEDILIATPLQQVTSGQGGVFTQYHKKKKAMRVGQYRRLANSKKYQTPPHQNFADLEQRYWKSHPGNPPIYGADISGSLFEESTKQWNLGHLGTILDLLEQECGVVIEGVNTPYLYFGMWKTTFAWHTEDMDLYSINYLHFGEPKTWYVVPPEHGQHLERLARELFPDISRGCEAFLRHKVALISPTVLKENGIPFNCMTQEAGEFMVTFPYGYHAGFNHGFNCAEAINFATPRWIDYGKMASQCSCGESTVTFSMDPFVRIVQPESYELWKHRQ
# ALDH1A1 inh: blocks purified human ALDH1A1 activity. P00352. AID 1030. 7.3% of 220,000 active. Purified ALDH1A1, NADH fluorescence, propionaldehyde substrate. Potency, µM (doses to about 75.3 µM), without a hit: at the highest dose activity, negative = inhibition, usual class: inhibitors; active = well fitted inhibition curve with a large enough effect, not every such curve was filed as active; inconclusive = small, poorly fitted or top-dose-only effect, or another doubt; inactive = no such curve, though single readings can be large or run the other way;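 note: plate controls were no enzyme wells and a reference inhibitor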
# Target sequence (P00352 whole entry, looked up): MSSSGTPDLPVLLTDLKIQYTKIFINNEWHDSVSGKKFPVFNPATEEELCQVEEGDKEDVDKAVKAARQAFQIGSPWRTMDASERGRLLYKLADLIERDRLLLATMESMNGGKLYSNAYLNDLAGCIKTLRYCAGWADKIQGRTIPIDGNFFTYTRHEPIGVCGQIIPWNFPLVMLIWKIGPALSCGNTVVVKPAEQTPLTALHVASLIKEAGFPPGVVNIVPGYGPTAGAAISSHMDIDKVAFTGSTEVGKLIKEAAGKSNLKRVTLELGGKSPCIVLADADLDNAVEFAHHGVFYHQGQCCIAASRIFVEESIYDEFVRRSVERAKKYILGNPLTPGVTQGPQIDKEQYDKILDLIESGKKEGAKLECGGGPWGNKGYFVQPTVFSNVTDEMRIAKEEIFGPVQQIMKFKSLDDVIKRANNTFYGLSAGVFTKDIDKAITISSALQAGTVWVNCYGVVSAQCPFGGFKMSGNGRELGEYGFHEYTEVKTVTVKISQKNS
# Tau fluor cs: counter-screen for tau fibril formation inhibitors; Potency, µM (highest dose often 57.7 µM), inactives show at the top dose activity change, negative = decrease; tau K18 P301L Alexa594 fluorescence, heparin fibrillization; 0.93% of 280,000 active; note: % is set by controls: 0 for no effect and ±100 for the full control effect; nearly all actives have a fitted effect of over 55% in size
#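 Human K18 P301L tau (15 uM unlabeled plus 0.24 uM Alexa 594-labeled, final) in 100 mM sodium acetate pH 7 was mixed with compound and 20 uM heparin and incubated 6 hr at 37 C.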
# Tau ThT inhib: blocks human tau fibril formation measured by thioflavin T | recombinant tau K18 P301L (four-repeat tau fragment), heparin-induced fibrillization, ThT fluorescence | Potency, µM (top dose mostly 57.4 µM), inactives show at the top dose activity, negative = inhibition, usual class: inhibitors | 2.1% of 270,000 active | AID 1460; note: % is set by controls: 0 for no effect and ±100 for the full control effect; nearly all actives have a fitted effect of over 55% in size
# Target sequence (P10636 561-689 P618L limits assumed): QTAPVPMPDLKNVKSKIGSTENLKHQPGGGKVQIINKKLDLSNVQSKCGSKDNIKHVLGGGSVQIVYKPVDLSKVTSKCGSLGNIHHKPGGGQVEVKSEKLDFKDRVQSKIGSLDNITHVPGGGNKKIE
#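 Heparin-induced fibrillization of the P301L-mutant K18 repeat-domain fragment of human tau was followed by ThT binding in quantitative high-throughput format.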
# HTT cytoprotect: protects HTT-Q103 PC12 cells, measured by ATP. PC12 HTT-Q103 induced, cytoprotection, ATP luminescence, 40 h. Potency, µM (doses to about 56.4 µM), inactives show cytoprotection (ATP increase), most hits filed as activators. 0.14% of 230,000 active;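 note: % of control where 0% means no effect; nearly all actives have a fitted effect of over 45% in size; toxic huntingtin expression switched on by the ecdysone agonist tebufenozide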
#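 Stable PC12 Q103-GFP cells in serum-supplemented, phenol red-free DMEM; induction by tebufenozide at 100 nM final; compound dose series; cell viability quantified luminescently from ATP.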
# Tau FP inhib: inhibitors of human tau fibril formation; K18 P301L tau heparin fibrillization, Alexa594 FP, 6 h; Potency, µM (top dose mostly 57.7 µM), without a hit: top-dose activity, negative = inhibition, usual class: inhibitors; 0.39% of 280,000 active; AID 1468; note: % is set by controls: 0 for no effect and ±100 for the full control effect; nearly all actives have a fitted effect of over 55% in size
#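 FP of Alexa 594-tau after heparin (20 uM) induction. Substrate: human K18 P301L, 15 uM unlabeled, 0.24 uM labeled. Buffer 100 mM sodium acetate pH 7. 6 hr, 37 C.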
# SMN2 splice up: increases expression of the SMN2 splice variant | HEK293 SMN2-luciferase splicing reporter, luminescence, 30-36 h | Potency, µM (highest dose often 46.1 µM), inactives show at the top dose activity change, positive = activation, actives largely listed as activators | 2.8% of 210,000 active | AID 1458; note: % of control where 0% means no effect; nearly all actives have a fitted effect of over 55% in size
#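 qHTS luciferase splicing reporter: luminescence rises when SMN2 exon 7 is included in transfected HEK293 cells. Compound exposure lasted 30-36 h at 37C, with 4.5 mM final sodium butyrate as control, followed by a ONE-Glo read.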
# HTT aggregate: reduces HttQ103-GFP aggregates in PC12 cells; PC12 HttQ103-GFP aggregates, Acumen cytometry, 40 h; Potency, µM (top dose mostly 46.1 µM), for inactives: at the top dose activity change, negative = inhibition, usual class: inhibitors; 1.1% of 220,000 active; note: % is set by controls: 0 for no effect and ±100 for the full control effect; nearly all actives have a fitted effect of over 60% in size
#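 PC12 cells with ecdysone-inducible HTT exon1 Q103-GFP, induced by 100 nM tebufenozide, given compounds in a concentration series. GFP aggregates (1–25 um, 6 SD above background) counted in lysates by laser-scanning cytometry, 488 nm excitation.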
# Starred values were filed as active, the others as inactive; ? = inconclusive; / = not tested or not shown; [ ] = another dose, or the depositor's remark. Unless noted, calls come from the whole dose curve; as a rule, active = well fitted curve in the direction sought with a large enough effect; inconclusive = small, poorly fitted or top-dose-only effect, or another doubt; inactive = no such curve, though single readings can be large; an effect the other way counts as inactive or inconclusive. Potency is the fitted concentration of half-maximal effect. A portion of the library; count on the stated rates, not on these rows.
smiles	KDM4E inh	ALDH1A1 inh	Tau fluor cs	Tau ThT inhib	HTT cytoprotect	Tau FP inhib	SMN2 splice up	HTT aggregate
CC(C)(C)NC(=O)c1cnn2c1NC(c1ccc(F)cc1)CC2C(F)(F)F (stereo not given)	4%	5%	-6%	2%	-8%	-1%	?	0%
O=Cc1cn(CCC(=O)O)nc1-c1cc2ccccc2o1	?	?	3%	6%	-2%[10 µM]	4%	-14%[1.84 µM]	6%
COc1ccc(NS(=O)(=O)c2cccc(NC(=O)NCCCl)c2)cc1	-7%	3%	?	2%	-13%	?	-30%[inhibitor]	2%
CC1(C)CC(=O)C/C(=N/NC(=O)c2ccc(-c3ccccc3)cc2)C1	-24%	-6%	-11%	?	26%[10 µM]	8%	-24%	-12%
COc1ccc(Nc2oc(COc3ccc(C)cc3)nc2C#N)cc1	-4%	?	?	?	-3%[10 µM]	6%	-87%[inhibitor]	-9%
COc1ccc(-c2c(C)n([O-])c3c([n+]2=O)CCCC3)cc1	0%	8%	-7%	-6%	8%	-8%	-8%	14%
O=C(CSc1nnc(-c2ccc(F)cc2)c2ccccc12)Nc1ccccc1Cl	-2%	3%	-16%	-12%	1%[1.9 µM]	1%	-15%	23%
CCOc1cc(/C=N/NC(=O)CCn2nc(C)cc2C)ccc1O	?	/	2%	-2%	-18%[10 µM]	-8%	/	2%[9.22 µM]
CCC(CC)C(=O)Nc1cc(NC(=O)C(CC)CC)cc(C(=O)O)c1	2%	4%	3%	-4%	-14%[0.074 µM]	6%	17%	-4%
O=C(CSC(=S)N1CCCCC1)c1ccccc1	0%	32µM*	-14%	-14%	-31%[10 µM]	-11%	0.56µM*	-7%[9.22 µM]
COC(=O)c1ccccc1OCC(=O)N1CCN(c2ccc(Cl)cc2)CC1	6%	18%	-8%	-12%	-13%	1%	-29%	-5%
O=C(CCCC(=O)N(CC(=O)NC1CCCC1)Cc1ccc2c(c1)OCO2)Nc1ccccn1	3%	-2%	-2%	-5%	-23%[10 µM]	0%	-4%	-14%
COc1ccccc1C1c2c(C)nn(-c3ccccc3)c2NC(=O)C1NC(=O)c1ccccc1 (stereo not given)	3%	-5%	2%	-1%	/	3%	-11%	-5%
COC(=O)c1sccc1NC(=O)/C=C/C(=O)O	-5%	14%	-4%	-5%	-16%	-9%	-31%	1%
CNC(=O)COC(=O)COc1ccc2c(C)cc(=O)oc2c1	?	?	-1%	2%	7%[10 µM]	-6%	-11%	-5%
Cc1ccc2cc(C#N)c(SCC(=O)NCC3CCCO3)nc2c1C (stereo not given)	-3%	3%	1%	-7%	1%[10 µM]	1%	-17%	?
O=C(CSc1ccc([N+](=O)[O-])cn1)Nc1ccc2c(c1)OCCO2	-12%	?	-17%	?	17%	-3%	-6%	-4%
CCOC(=O)c1cnn(CCOC(=O)Cc2cccs2)c1NC(=O)Cc1cccs1	2%	0%	-21%	-16%	5%[10 µM]	-1%	3%	15%
COc1ccc(-n2cc(-c3ccc4c(c3)OCO4)n(CC(=O)Nc3cccc(C)c3)c2=O)cc1	/	/	?	?	/	11%	18%	/
Cc1ccc(C)c(CN2CCNC2=O)c1	-16%	3%	-5%	-12%	-11%[0.074 µM]	-1%	-8%	12%
CCC(C)(NC(=O)c1ccccc1)C(=O)O (stereo not given)	-6%	2%	9%	7%	/	1%	23%	-11%
CCOC(=O)C1(Cc2ccc(Cl)cc2)CCN(C(=O)c2cscn2)CC1	-13%	?	4%	4%	-6%[10 µM]	1%	/	3%[9.22 µM]
COc1cc(C(=O)N2CCN(c3ccc(C)cc3C)CC2)cc(OC)c1OC	-8%	4%	-2%	-14%	-22%	9%	?	?
CCCCC(=O)N/N=C/c1sccc1C	9%	-1%	13%	5%	-6%[0.074 µM]	8%	7%	-5%

# The list goes on (2 carried over from the part before).
smiles	KDM4E inh	ALDH1A1 inh	Tau fluor cs	Tau ThT inhib	HTT cytoprotect	Tau FP inhib	SMN2 splice up	HTT aggregate
COc1cc(C(=O)N2CCN(c3ccc(C)cc3C)CC2)cc(OC)c1OC	-8%	4%	-2%	-14%	-22%	9%	?	?
CCCCC(=O)N/N=C/c1sccc1C	9%	-1%	13%	5%	-6%[0.074 µM]	8%	7%	-5%
Cc1csc(NC(=O)c2cc(-c3ccco3)nc3ccccc23)n1	-1%	?	-3%	2%	6%[1.9 µM]	7%	1%	11%
O=c1n(Cc2cccc(F)c2)c2ccccc2c2nc(-c3ccccc3)nn12	/	/	-15%	9%	/	-19%	-2%	/
CCN(CC)c1ccc(NC(=O)CSc2nc3ccccc3c(=O)n2-c2cc(S(=O)(=O)N(C)C)ccc2C)cc1	1%	?	1%	5%	-3%[10 µM]	-1%	11%[1.84 µM]	3%
COc1ccc(C(=O)N(CCCO)Cc2cc3c(C)ccc(C)c3[nH]c2=O)cc1OC	?	?	1%	-5%	-23%[10 µM]	0%	10%	-11%
O=C(Nc1ccc2c(c1)OCO2)c1ccc(N2CCCC2)c([N+](=O)[O-])c1	0%	16µM*	?	13µM*	23%[10 µM]	17%	24%	-8%
COc1ccc(C2=NOC(C(=O)NCc3cccs3)C2)cc1 (stereo not given)	2%	7%	-8%	-13%	-31%	9%	-2%	?
CC(C)NC(=S)Nc1ccc2cn[nH]c2c1	6%	?	-8%	?	37%[10 µM]	-14%	-13%	-21%
COc1ccc(NC(=O)c2cc(SC)ccc2Cl)cc1	6%	-6%	-14%	?	-12%[10 µM]	5%	-7%	8%
COc1ccc(Cl)cc1-c1n[nH]c(=S)n1C1CCCCC1	-7%	5%	-12%	?	-3%	?	-30%[inhibitor]	13%
O=C(O)CCC(=O)N1N=C(c2c(-c3ccccc3)c3cc(Cl)ccc3[nH]c2=O)CC1c1cccs1 (stereo not given)	?	?	28%	5%	2.8µM*	4%	-17%	-6%
CC(C)(C)C(=O)NCCN1CCN(C(=O)C(C)(C)C)CC1	7%	-2%	5%	0%	23%[10 µM]	1%	-2%	1%
CCOC(=O)c1ccc(NC(=O)C2CC(=O)NC(=Nc3ccc(C)c(C)c3)S2)cc1 (stereo not given)	/	/	?	-5%	/	?	-10%	/
O=C(c1cc(-c2ccccc2)on1)N1CCN(Cc2ccc3c(c2)OCO3)CC1	-2%	-7%	-9%	?	-12%	7%	-16%	-23%
CCOC(=O)/C=c1\s/c(=C\c2ccc(C#N)cc2)c(=O)n1CC(=O)Nc1cccc(C)c1C	-8%	1%	3%	3%	-24%	4%	/	9%
COC(=O)CC1Oc2ccc(Cl)cc2-n2cc(-c3ccc(C)cc3)nc21 (stereo not given)	/	/	-19%	-16%	/	-4%	1%	/
CCOCCCNC(=O)c1c[nH]c2cc(OC)ccc2c1=O	-10%	0%	-7%	-1%	-3%[10 µM]	0%	/	-2%[9.22 µM]
CN(C)/C=C1\SC(=S)N(N2C(=O)C3C4C=CC(C4)C3C2=O)C1=O (stereo not given)	6%	8%	-5%	-6%	-3%[10 µM]	-5%	2%	16%
COc1ccc(/C=N/N(Cc2ccccc2)c2ccccc2)cc1O	-6%	-4%	14µM*[quencher]	?	23%[10 µM]	?	5%	1%[9.22 µM]
COc1ccccc1/C=C/C=N/NC(=O)CN1CCN(Cc2ccccc2)CC1	?	?	-4%	-8%	29%[10 µM]	6%	/	4%[9.22 µM]
O=C(/C=C/c1ccccc1Cl)N(Cc1ccccc1)C1CCS(=O)(=O)C1 (stereo not given)	4%	11µM*	-12%	-9%	-5%[10 µM]	7%	-13%	16%
O=C(Nc1ccncc1)Nc1ccc(F)c(Cl)c1	-7%	2%	?	7%	-8%[10 µM]	?	/	-2%[9.22 µM]
C/C(=N\NC(=O)CSc1ncccn1)c1ccc2c(c1)OCCO2	-3%	?	-3%	-16%	-66%[inhibitor]	4%	-4%	15%
COc1ccc2[nH]c(C)c(C(=O)CN3CCN(C(=O)c4ccco4)CC3)c2c1	-1%	-2%	-8%	?	-4%	-9%	/	29%
Cn1nc(C(=O)N2CCCC2)c2ccccc2c1=O	8%	6%	4%	3%	-10%	5%	/	14%
O=c1c2ccccc2nc(SCc2cccc(F)c2)n1Cc1ccco1	4%	?	-6%	-8%	9%[10 µM]	1%	-37%[inhibitor]	?
C/C(Cc1ccccc1)=N\NC(=O)CNC(=O)c1ccc(C(C)(C)C)cc1	13%	-9%	3%	-3%	12%[10 µM]	2%	15%	-4%
CCOC(=O)C1=NN(c2cccc(Cl)c2)C2=NC(C)=C(C(=O)OC)C(c3cccs3)N12 (stereo not given)	-4%	0%	-4%	-9%	22%[10 µM]	1%	-10%	18%
O=S(=O)(NCc1ccccc1)c1cccs1	-6%	4%	-7%	-4%	7%[10 µM]	0%	4%	-7%
CCSc1nc(C)nc2c1oc1ccccc12	5%	-4%	-11%	-14%	0%[0.074 µM]	-7%	-5%	-21%
COC(=O)/C(C)=C/CC12OC(C)(C)C3CC(C=C4C(=O)c5cc6c(c(CCC(C)(C)Cl)c5OC431)OC1(C)CCC(=C(C)C)C6C1)C2=O (stereo not given)	?	?	-15%	-12%	-86%[inhibitor]	1%	-4%	/
COc1cccc(C(=O)/C=C/Nc2ccc(S(=O)(=O)Nc3ncccn3)cc2)c1	?	-3%	-4%	-10%	/	-1%	12%	7%
COCCCNC(=O)c1ccc(Cn2c(=O)c3ccccc3n(Cc3ccc(Cl)cc3)c2=O)cc1	/	/	-15%	-4%	/	2%	-1%	/
CN1CCN(c2ccc(-c3ccnn3C(=O)Nc3cccc(C(F)(F)F)c3)cc2)CC1	4%	0%	-10%	-5%	-17%	0%	13µM*	18%[9.22 µM]
Cc1ccc(C(=O)c2ccccc2C(=O)OCC(=O)Nc2cccc([N+](=O)[O-])c2)cc1	2%	-13%	16µM*[quencher]	-18%	35%[10 µM]	?	-24%	-19%
O=C(C1CCCC1)N1CCC(CO)(Cc2ccccc2Cl)CC1	5%	?	-12%	-7%	1%[10 µM]	-3%	/	-3%[9.22 µM]
c1ccc2c(c1)ncn2-c1ncnc2sc3c(c12)CCCC3	?	?	-6%	-6%	-9%	-4%	3%	-21%
